High-throughput results: PubChem, National Center for Advancing Translational Sciences (NCATS)
D1 antag = human D1 dopamine receptor antagonism; activity change, negative = inhibition, % at 10 µM; 360,000 tested, 3.2% active; AID 504652; P21728; HEK293 TREx D1 cells, calcium flux, dopamine EC80; active compounds read low; in the data active means activity change below about -30%; further: on the % scale 0 is the no-effect control and ±100 the full control effect
Target sequence (P21728 whole entry, looked up): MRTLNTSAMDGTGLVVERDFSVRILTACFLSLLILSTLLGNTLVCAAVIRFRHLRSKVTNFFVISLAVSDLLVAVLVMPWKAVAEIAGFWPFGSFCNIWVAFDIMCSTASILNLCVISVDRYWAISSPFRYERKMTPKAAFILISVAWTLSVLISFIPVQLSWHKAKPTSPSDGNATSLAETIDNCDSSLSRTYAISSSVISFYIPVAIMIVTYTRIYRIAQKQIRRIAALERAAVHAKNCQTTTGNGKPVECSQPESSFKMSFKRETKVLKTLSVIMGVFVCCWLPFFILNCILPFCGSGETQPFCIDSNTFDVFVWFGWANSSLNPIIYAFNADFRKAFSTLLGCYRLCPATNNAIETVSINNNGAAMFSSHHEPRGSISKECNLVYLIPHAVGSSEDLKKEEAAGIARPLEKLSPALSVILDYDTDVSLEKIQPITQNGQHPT
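Kinetic fluorescence of a calcium dye serves as the read-out. D1-expressing Hek293 Trex cells, induced overnight at 30 C, are exposed to compound for 180 s before an EC80 dopamine addition, then read 180 s further.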
D1 potentiator = potentiators of human D1 dopamine receptor; HEK293 TREx D1 cells, calcium flux, dopamine EC20 potentiation; potentiation, % at 10 µM; 360,000 tested, 0.036% active; AID 504651; in the data active means potentiation above about 30%; further: 0% is about no effect
D2 antagonist = antagonists of human D2 dopamine receptor; AID 485344; HEK293 TREx D2 cells, calcium flux, dopamine EC80; P14416; inhibition, % at 10 µM; 340,000 tested, 2% active; in the data active means inhibition above about 30%; further: 0% is about no effect
Target sequence (P14416 whole entry, looked up): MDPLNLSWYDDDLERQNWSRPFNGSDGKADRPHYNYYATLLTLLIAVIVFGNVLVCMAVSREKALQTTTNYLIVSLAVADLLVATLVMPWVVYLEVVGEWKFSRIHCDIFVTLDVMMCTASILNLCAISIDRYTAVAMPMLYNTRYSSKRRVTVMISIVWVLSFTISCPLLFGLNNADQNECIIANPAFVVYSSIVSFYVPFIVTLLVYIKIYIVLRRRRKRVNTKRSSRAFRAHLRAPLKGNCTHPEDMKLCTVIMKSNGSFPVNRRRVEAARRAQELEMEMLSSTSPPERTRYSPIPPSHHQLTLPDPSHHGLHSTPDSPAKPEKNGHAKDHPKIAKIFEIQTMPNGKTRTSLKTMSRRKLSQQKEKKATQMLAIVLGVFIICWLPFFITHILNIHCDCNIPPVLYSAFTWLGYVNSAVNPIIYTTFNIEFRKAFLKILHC
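Measurement of antagonist activity uses fluorescent calcium dye in inducible HEK293 T-REx D2 cells: 10 s baseline, compound addition with 180 s read, EC80 dopamine addition with a further 180 s read.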
D2 ag = D2 dopamine receptor (human) agonism; HEK293 T-REx D2 cells, calcium flux agonist mode; activation, % at 2 µM; 340,000 tested, 0.53% active; P14416; AID 485358;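 active means activation over 3 SD above normal in the single-dose calcium agonist read, cut at about 30% in these data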; further: 0% is about no effect
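Agonism is scored from calcium flux in a force-coupled, inducible HEK293 cell line expressing D2, read kinetically for 180 s after compound addition against dopamine controls.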
RXFP1 ag = agonists of human relaxin receptor RXFP1; Q9HBX9; HEK293T-RXFP1 cAMP TR-FRET, 30 min; response scale: percent of porcine relaxin response, buffer zero; Potency, µM (doses to about 57.5 µM), inactives show at the top dose activation, usual class: activators; 370,000 tested, 0.3% active; active means well fitted activation curve with a large enough effect; further: potency means the concentration at half of the fitted maximal effect; on the % scale 0 is the no-effect control and ±100 the full control effect; nearly all actives have a fitted effect of over 60% in size; many of its hits are not listed in these tables
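HEK293 cells stably expressing RXFP1, treated 30 min at 37C with compounds plus PDE4 inhibitor Ro 20174; cAMP measured by HTRF TR-FRET. Normalized to buffer and 29 nM porcine relaxin; EC50 by Hill fit.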
D2 potentiator = positive allosteric modulators of human D2 dopamine receptor. P14416. HEK293 T-REx D2, calcium flux, EC20 dopamine potentiation. potentiation, % at 10 µM. 340,000 tested, 0.34% active. AID 485347;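 active means potentiation over 3 SD above the plate norm, cut at about 30% in these data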; further: 0% is about no effect
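Calcium flux readout, no-wash dye, 1 read/s. Inducible HEK293 Trex D2 line, overnight 30 C. Compound alone 180 s (agonist flags), then EC20 dopamine, another 180 s to score potentiation.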
RXFP1 antagonist = antagonists of human relaxin receptor RXFP1; Q9HBX9; HEK293-RXFP1, relaxin-stimulated cAMP HTRF, 30 min; active compounds read low; activity change, negative = inhibition, % at 57.5 µM; 350,000 tested, 0.59% active; AID 1259400;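 active means activity change of -60% or lower, but not beyond a set lower limit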; further: on the % scale 0 is the no-effect control and ±100 the full control effect
D1 ag = human D1 receptor agonism | activation, % at 2 µM | 360,000 tested, 1% active | AID 504660 | P21728 | HEK293 T-REx D1 cells, calcium flux, agonist mode; in the data active means activation above about 30%; further: 0% is about no effect
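Inducible HEK293 T-REx D1 cells, force-coupled to calcium signalling, were plated at 4000 cells/well with tetracycline and held overnight at 30 C. After no-wash calcium dye loading, compound-evoked calcium rise over 180 s flagged agonists.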
TRHR PAM = TRH receptor (human) allosteric enhancement | TRHR cells, fluo-8 calcium fluorescence, EC20 TRH enhancement | enhancement, % at 2 µM | 360,000 tested, 0.66% active | AID 493056; in the data active means enhancement above about 30%; further: 0% is about no effect
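Enhancer read-out: after compound pinning and an initial kinetic agonist-mode read, an EC20 of TRH (10 nM final) was injected and fluo-8 calcium signal (Ex 480/Em 530) followed at 1 s/cycle for 100 cycles in TRHR-expressing cells.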
Starred values were filed as active, the others as inactive; x = not tested or not shown; & = joins results of further samples. Some of the compounds tested (hit frequency here may not be typical).

SMILES | D1 antag | D1 potentiator | D2 antagonist | D2 ag | RXFP1 ag | D2 potentiator | RXFP1 antagonist | D1 ag | TRHR PAM
O=C(Nc1ccc2oc(-c3ccccc3)nc2c1)c1cc(-n2cnnc2)ccc1Cl | -22 | -10 | x | x | 2.9% | x | -16 | -1 | -2
CC(=O)Nc1ccc(C#Cc2ccc(NC(C)=O)cc2)cc1 | 0 | -2 | 6 | 0.7 | 0.5% | 3 | 1 | 2 | 2
Cc1ccc(Cl)c2c(N=Nc3ccccc3)c(O)[nH]c12 | 3 | 1 | -4 | 2.5 | 1.9% | 9 | 13 | 22 | -4
CCn1c(SCC(=O)N(C)CC(=O)Nc2ccc(OC)cc2)nnc1-c1ccco1 | -24 | 1 | 8 | 0.7 | 0.6% | 8 | -14 | 1 | 38*
CC1(C)Cc2c(c(-c3ccccc3)[nH]c(=O)c2C#N)CS1 | 1 | 1 | -6 | 0.5 | -0.1% | -4 | -2 | 3 | -5
CCN1CCN(CC(O)COC(C)C)CC1 (configuration not stated) | 5 | -3 | 9 | 0.1 | -0.4% | -2 | -5 | 1 | 7
Cc1ccc(NC(=O)CN(C)C(=O)CSc2nnnn2C)cc1 | 8 | 1 | x | x | -0.3% | 5 | -3 | 1 | 5
COc1ccc(/C=C(\C)c2nc(C)c(-c3ccccc3)c(=O)[nH]2)cc1 | -16 | -5 | 0 | 0.7 | 5.7% | 17 | -8 | 4 | 1
CCN(C(=O)c1cc(S(=O)(=O)N2CCCCC2)c[nH]1)c1ccc(OC)cc1 | -1&-4 | -3&0 | x | x | 0.7%&-0.1% | 1 | 9 | 0&-1 | 7&3
Cc1ccccc1OCC(=O)Nc1cc(Cl)ccc1Oc1ccccc1 | 16 | 7 | -2 | 2.3 | 3.7% | 17 | -7 | 13 | 5
CC(=O)N[C@@H](Cc1c[nH]c2ccccc12)C(=O)NC1CC1 | 6 | 0 | x | x | 0.5% | x | 2 | -1 | 3
COc1ccc(NC(=O)C2CCC(CNS(=O)(=O)c3cccs3)CC2)cc1OC (configuration not stated) | 8&10 | -7&2 | 20 | 0.0&-0.5 | 2.5%&0.1% | -10&6 | -8&-4 | 2&3 | 2&-1

Shown with values under each structure: five of the compounds above
Each structure is followed by: D1 antag, D1 potentiator, D2 antagonist, D2 ag, RXFP1 ag, D2 potentiator, RXFP1 antagonist, D1 ag, TRHR PAM
- CCn1c(SCC(=O)N(C)CC(=O)Nc2ccc(OC)cc2)nnc1-c1ccco1
  -24, 1, 8, 0.7, 0.6%, 8, -14, 1, 38*
- CCN(C(=O)c1cc(S(=O)(=O)N2CCCCC2)c[nH]1)c1ccc(OC)cc1
  -1&-4, -3&0, x, x, 0.7%&-0.1%, 1, 9, 0&-1, 7&3
- CC1(C)Cc2c(c(-c3ccccc3)[nH]c(=O)c2C#N)CS1
  1, 1, -6, 0.5, -0.1%, -4, -2, 3, -5
- O=C(Nc1ccc2oc(-c3ccccc3)nc2c1)c1cc(-n2cnnc2)ccc1Cl
  -22, -10, x, x, 2.9%, x, -16, -1, -2
- Cc1ccccc1OCC(=O)Nc1cc(Cl)ccc1Oc1ccccc1
  16, 7, -2, 2.3, 3.7%, 17, -7, 13, 5

Next section.
SMILES | D1 antag | D1 potentiator | D2 antagonist | D2 ag | RXFP1 ag | D2 potentiator | RXFP1 antagonist | D1 ag | TRHR PAM
COc1ccc(NC(=O)CSc2nc(=O)n(CCN3CCOCC3)c3c2CCC3)c(OC)c1 | 10 | -2 | -5 | -0.3 | -0.6% | 6 | 0 | 0 | -4
Cc1cc(Cl)ccc1OCCCC(=O)OCC(=O)c1c(N)n(C)c(=O)n(C)c1=O | 3 | 2 | -5 | 0.0 | 17% | -1 | 0 | 3 | 10
CCc1ccccc1NC(=O)c1cc([N+](=O)[O-])ccc1N1CCOCC1 | -5 | -6 | -7 | 0.9 | -1.6% | 7 | 4 | 0 | 1
Cc1c(Cl)cccc1NC(=O)CCC(=O)N/N=C/c1ccco1 | 13 | -1 | 2 | 0.5 | -2.1% | 3 | -3 | 1 | 0
CCOc1ccc(C(=O)NCc2ccco2)cc1 | 4 | 4 | -12 | 0.7 | 1.2% | 1 | -1 | 1 | 3
COc1cccc(N2CN(CCc3ccccc3)CNC2=S)c1 | -30* | -6 | 24 | 37* | 0.6% | -6 | 3 | 3 | -3
CC1(C)Cc2c(sc3[nH]c(=O)n(CC(=O)NCC4CCCO4)c(=O)c23)CO1 (configuration not stated) | 8 | 4 | 6 | -0.2 | 6.3% | 7 | -1 | -1 | -2
CCOC(=O)c1c(C=O)c(C)n(Cc2ccccc2)c1C | 8 | -5 | 18 | -0.9 | 1.5% | 14 | -15 | 1 | -1
Cc1cc(-c2csc(NC(=O)C3=COCCO3)n2)c(C)n1C | -12 | -4 | -9 | -0.4 | 0.2% | 4 | x | 0 | 0
Cc1cc(C)n(C(C)CNS(=O)(=O)c2ccc(Cl)cc2)n1 (configuration not stated) | -4 | 3 | 6 | 0.4 | -3.8% | -6 | -15 | 3 | -4
O=C(c1ccc(F)c(S(=O)(=O)N2CCOCC2)c1)N(c1ccccc1)c1ccccn1 | 34 | 0 | x | x | -1.3% | x | 11 | -1 | 3
Cc1cccc(C(=O)N2CCc3cc(CNC(=O)c4ccc(Br)o4)ccc32)c1 | -4 | 0 | x | -0.3 | 1.2% | 9 | -8 | 1 | 3
O=C1NCC(COc2ccc([N+](=O)[O-])cc2)O1 (configuration not stated) | 5 | 1 | 24 | 0.8 | -0.7% | -1 | 1 | 2 | -4
CN1CCN(c2ccccc2NC(=O)c2ccc(-c3cccc(Cl)c3)o2)CC1 | 9 | 1 | -16 | 0.5 | 5.2% | 1 | -4 | 4 | 2
Cc1ccc(-c2cc3onc(-c4ccccc4)c3c(=O)n2C)cc1 | -5 | -1 | -12 | -0.8 | 1.6% | 14 | x | 6 | 1
COc1ccc(-c2[nH]ncc2CN2CCN(C3CCCCC3)C(=O)C2)cc1F | 5 | -3 | 6 | 1.2 | 0.6% | -18 | 10 | 1 | -10
Cc1nnc(NC(=O)CN2CCN(Cc3ccccc3)CC2)s1 | -18 | -3 | 2 | -0.3 | -0.1% | 9 | -1 | 9 | -7
O=C(c1cc(-c2ccncc2)nc2ccccc12)N1CCN(S(=O)(=O)/C=C/c2ccccc2)CC1 | -23 | -7 | -10 | -0.2 | -0.2% | -1 | -9 | 11 | 6
Cc1onc(-c2ccccc2Cl)c1C(=O)NCc1ccc(N2CCCC2=O)cc1 | 17 | -6 | -1 | -0.1 | -0.1% | 0 | -12 | 1 | -4
CCOC(=O)N1CCN(c2c(NCCN3CCN(c4ccccc4F)CC3)c(=O)c2=O)CC1 | -22 | -6 | -8 | 10 | 5.1% | 13 | -1 | 4 | -3
CCOc1c(Br)cc(/C=C2\C(=O)N(CCC#N)N=C2C)cc1OC | 10 | 1 | -3 | -0.6 | -0.2% | 9 | -8 | 2 | -2
CCC(C)C(Nc1ccc(C(=O)OC)cc1[N+](=O)[O-])C(=O)OC (configuration not stated) | 5 | -3 | 4 | 0.2 | 0.0% | -5 | -6 | 1 | -5
CN(CCOc1ccccc1)C(=O)C1CCC(=O)N(CCc2ccc(Cl)cc2)C1 (configuration not stated) | -13 | -8 | 18 | 1.1 | 0.0% | 5 | -19 | 3 | -3
COC(=O)c1ccccc1NC(=O)Cn1nnc2sc(-c3ccccc3)cc2c1=O | -12 | -3 | x | 0.2 | 2.6% | 2 | -1 | 3 | -1
COc1ccccc1CC(=O)Nc1ccc(-c2nnc(-c3ccco3)o2)cc1 | -18 | -4 | -2 | -1.0 | 2.5% | 0 | -6 | 0 | -6
CCc1ccc(NC(=O)CSc2nnc(CNC(=O)c3ccc(OC)cc3)o2)cc1 | -6 | -1 | 5 | -0.8 | -3.2% | 2 | -12 | 0 | 3
Cn1c(SCc2ccccc2)nnc1-c1ccco1 | -2 | -4 | 14 | 1.1 | 0.9% | 13 | 18 | 4 | -3
Cn1c(=O)oc2cc(S(=O)(=O)Nc3cccc(C(=O)O)c3)ccc21 | -5 | -5 | -16 | -0.2 | 2.8% | 3 | 5 | 3 | 0
CCc1ccccc1NC(=O)C1CC(c2ccc(F)cc2)=NO1 (configuration not stated) | 14 | -3 | -6 | -0.7 | 0.3% | 6 | -6 | 0 | -6
CCOc1ccccc1NC(=O)/C=C/c1ccccc1[N+](=O)[O-] | 6 | -4 | 9 | -0.9 | 3.6% | -10 | -4 | 1 | 1
CC(Sc1ccc(Cl)cc1)C(=O)NNC(=O)c1ccccc1O (configuration not stated) | 3 | -4 | 8 | -0.1 | -0.6% | 2 | -8 | 3 | -1
COc1ccc2c(c1)Cc1sc(NC(=O)c3cccc(Br)c3)nc1-2 | -7 | 2 | x | 0.1 | 0.6% | 2 | -15 | 2 | -3
COc1ccc(Br)cc1CN(C)C(=O)c1cc(Cl)c2c(c1)OCCO2 | -14 | -5 | -5 | -2.1 | 2.1% | 7 | -2 | 5 | 3
O=C(NCc1ccccn1)c1cn(-c2ccccc2)nc1-c1ccc(Cl)cc1 | 2 | -1 | 0 | 1.3 | 0.4% | 5 | -2 | 2 | -3
CN(C)CCCNc1oc(-c2cccc(Cl)c2)nc1C#N | 9 | -14 | 11 | 0.0 | 5.8% | 2 | -13 | 6 | 5
COc1ccc(-c2csc(-n3ncc(-c4cccs4)c3N)n2)cc1 | -12 | 0 | -11 | -0.1 | -1.1% | -4 | 1 | 3 | -10
FC(F)(F)c1ccc(CSc2nccn2-c2ccccc2)cc1 | -5 | -3 | 7 | -0.2 | -2.8% | -5 | -26 | 0 | 6
S=C(NCCc1ccccc1)Nc1ccccc1N1CCOCC1 | -5 | -3 | 45* | 0.6 | -0.8% | 1 | -1 | 5 | -4
COc1ccc(Cl)cc1NC(=O)C1CCN(S(=O)(=O)c2ccc3c(c2)CC(C)N3C(C)=O)CC1 (configuration not stated) | -5 | 3 | x | -0.3 | 0.1% | -26 | x | 1 | 1
COc1cccc2sc(NN)nc12 | -8 | 0 | 12 | 0.8 | -5.5% | -5 | -23 | 2 | -3
O=[N+]([O-])c1cc(Cl)ccc1N1CCCCC1 | -5 | -5 | 14 | -0.7 | 1.3% | 3 | -3 | -1 | 4
Cc1ccc(N(C)C(=O)CCS(=O)(=O)c2cc3c(cc2Cl)NC(=O)CO3)cc1 | -26&-16 | -2&-4 | -6 | -0.7&1.0 | 2.6%&1.6% | 1&-12 | -1 | 3&0 | -3&-1
Cn1c([N+](=O)[O-])cnc1N1CCN(c2nncs2)C1=O | 6 | -5 | -14 | 1.2 | 16µM* | 3 | 13 | 1 | 9
Cn1c(=O)c2c(ncn2CC(=O)Nc2ccccc2)n(C)c1=O | 24 | -3 | x | x | 19% | x | -3 | 1 | -3
COc1ccc(/C=C/c2ccccc2)cc1[C@H]1[C@@H]2C=CCC[C@@]2(C)C(=O)N1Cc1ccccc1 | 7 | 4 | -6 | 0.0 | 0.8% | -4 | x | 3 | 1
